Screening data (PubChem BioAssay)
Pf Dd2 inh: Plasmodium falciparum Dd2 growth inhibition; Potency, µM (titrated, usually from 28.9 µM), for inactives: top-dose activity, negative = inhibition, usual class: inhibitors; P. falciparum Dd2 growth, SYBR Green, 72 h; AID 1347417; hit rate 4.3% among 120,000; active = well fitted inhibition curve with a large enough effect; inconclusive = small, poorly fitted or top-dose-only effect; inactive = no such curve, though single readings can be large or run the other way;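 note: plate controls were DMSO vehicle for no effect and reference drug for full effect; nearly all actives have a fitted effect of over 65% in size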
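Infected erythrocytes (Dd2, 0.3% parasitemia, 2.5% hematocrit final) are added to compound in RPMI-1640/Albumax II medium, grown 72 h at 37C in low oxygen, then lysed with saponin/Triton-X containing SYBR Green and read by fluorescence.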
The depositor's hits bear a star; i = inactive; ? = inconclusive; [ ] = another dose, or the depositor's remark. Potency is the fitted concentration of half-maximal effect. A portion of the library; count on the stated rates, not on these rows.

SMILES | Pf Dd2 inh
CCc1nnc(NC(=O)CSCc2cc(=O)c3ccc(C)cc3[nH]2)s1 | 48%[activator]
CSc1cccc(NC(=O)CN2C(=O)NC3(CCS(=O)(=O)CC3)C2=O)c1 | 21%
CCOC(=O)c1[nH]c2ccccc2c1NC(=O)c1c(F)cccc1F | 3%
COc1cccc(CN2CCCCCNC(=O)CC2c2ccccc2)c1OC (stereo not given) | 11µM*
COc1cccc(C(=O)N2CCC(C(NC(=O)c3cccs3)C(=O)NCC(C)C)CC2)c1 (stereo not given) | i
CCC(=O)N1CCc2cc(Br)cc(S(=O)(=O)CCC(=O)Nc3ccc(CC)cc3)c21 | -5%
Cc1ccc(C(=O)N2CCC(F)(c3nc(-c4ccncc4)no3)CC2)s1 | ?
CCc1nn(CC(=O)N(CC)Cc2ccccc2)c(=O)c2cc3occc3n12 | 16%
CCOc1ccccc1CNC(=O)CN1C(=O)CCc2cc(S(=O)(=O)N3CCCCC3)ccc21 | -7%
Cn1nc(C2CCCCC2)cc1[C@H]1CN2CC[C@H]1C[C@@H]2CNC(=O)c1ccc2c(c1)OCO2 | i
Cc1ccc(N2CC(NC(=O)c3ccc(S(=O)(=O)N4CCOCC4)cc3)CC2=O)cc1 (stereo not given) | i
CCCCCCNc1nc2c(c(=O)n(C)c(=O)n2C)n1Cc1cccc(C)c1 | ?
CCOC(=O)C1CCCN(C(=O)C2CCN(S(=O)(=O)c3c(C)noc3/C=C/c3ccccc3F)CC2)C1 (stereo not given) | 23%
COc1cccc(N2CCN(C(=O)c3c(C)oc4ncnc(N5CCCCC5)c34)CC2)c1 | -20%
Cc1nc(-c2ccc(F)cc2)n(CC(=O)Nc2ccc(C(C)C)cc2)c(=O)c1CCO | 7.1µM*
O=c1n(Cc2ccc(F)c(F)c2)nc(C2CCNCC2)n1Cc1ccccc1 | ?
COc1ccc(NC(=O)N2CCCCC2c2n[nH]c(C)n2)cc1 (stereo not given) | 4%
CCOc1ccc(CCNS(=O)(=O)c2c(C)nc3sc(C)cn3c2=O)cc1OCC | 11%
CC(=O)N1Cc2ccccc2CC2(CCCN(C)C2)C1 (stereo not given) | -7%[44.1 µM]
Cc1nn(-c2ccccc2)c(Oc2ccccc2F)c1CCC(=O)NC(C)C | ?
CC(C)(C)NC(=O)N1CC(n2cc(C(=O)NCc3ccccc3)nn2)C1 | i
CCOc1cc(=O)n2c(c1C(=O)N(CC)Cc1ccncc1)CCCCC2 | 32%[activator]
NCC(c1ccccc1)N1CCOCC1 (stereo not given) | -26%[44.1 µM]
COC[C@@H]1CN(Cc2cnn(C)c2)C[C@H]1c1ccncc1 | 11%
CCOc1ncccc1C(=O)N1CC[C@@](O)(C2CCOCC2)[C@H](C)C1 | 6%
CC(C)(CC(=O)O)CC(=O)N1Cc2[nH]cnc2C[C@H]1C(=O)N1CCCC1 | 13%[44.1 µM]
COCCNC(=O)N1CCc2nc(N3CCN(C)CC3)[nH]c(=O)c2CC1 | i[5.79 µM]
COc1cc(Cl)cc2cc(C(=O)N3CC[C@H](CO)[C@H](O)C3)oc12 | -22%
O=C(c1cccs1)N1CCC(c2noc(-c3ccncc3)n2)C1 (stereo not given) | 36%[activator][5.79 µM]
C[C@@H](NC(=O)C1CC1)c1onc(-c2ccc(F)cc2)c1C(=O)O | 20%[44.1 µM]
COCCN1C(=O)c2cccn2CC1CN (stereo not given) | -14%
CCOC(=O)c1cccc(NC(=O)c2cc(CN3CCCC3)on2)c1 | 3%
COc1ccc(NC(=O)c2oc3ccc(S(=O)(=O)N(C)C4CCCCC4)cc3c2C)cc1Cl | ?
Cc1ccc(C(=O)N2CCC(c3n[nH]c(=O)n3Cc3ccc(F)cc3)CC2)cc1F | ?
CC(=O)c1cc(CN2CCCn3nc(CNC(=O)C4CCC4)cc3C2)cs1 | 3%
CC(=O)Nc1ccc(S(=O)(=O)N(Cc2ccccc2)Cc2ccccc2)cc1 | -12%
CC(C)Oc1ccc(CNC(=O)c2cc3ccccn3n2)cc1 | 18%
NC(=O)C1CCN(CC[C@H]2CN(C(=O)Nc3ccc(OC(F)(F)F)cc3)CC[C@H]2CC(=O)O)CC1 | -9%
O=C(O)C1Cc2nc[nH]c2CN1C(=O)CCc1cn2ccccc2n1 (stereo not given) | 6%
CN(C)C(=O)C1CN(C(=O)c2ccc(Cl)s2)CC12CCOCC2 (stereo not given) | -6%
CCOC(=O)N1CCN(C(=O)CN(c2cccc(Cl)c2)S(=O)(=O)c2ccccc2)CC1 | i
O=c1[nH]c(C2CCCN(Cc3ccccc3C(F)(F)F)C2)nn1-c1ccccc1 (stereo not given) | i
Cc1cc(OCC(O)CN2CCN(c3cccc(Cl)c3)CC2)ccc1Cl (stereo not given) | -5%
CCNC(=O)N1CCOc2ccc(CCC(=O)Nc3ccc(C)cc3)cc2C1 | -8%
COCCCNC(=O)C1c2ccccc2C(=O)N(Cc2ccccc2)C12CCCC2 (stereo not given) | -21%
Cc1ccc(NC(=O)Cn2c(SCc3cccc(F)c3)nc3ccncc32)c(C)c1 | i
COC1C(=O)N(c2cccc(F)c2)C12CCN(C(=O)Nc1ccccc1F)CC2 (stereo not given) | ?
Cc1ccc(-n2cccc2CC(=O)N2CCN(C3CCN(C)CC3)CC2)cc1 | ?
COCCCn1c(=O)c2sccc2n2c(CCCC(=O)Nc3cccc(OC)c3)nnc12 | -22%
CN1CCC(CCNC(=O)C2CCCN(S(=O)(=O)c3ccccc3)CCC(=O)NCC2)CC1 (stereo not given) | 18%
Continued:
SMILES | Pf Dd2 inh
O=C(Nc1cccc(C(F)(F)F)c1)c1nnn2c1CN(Cc1ccccc1F)C(=O)CC2 | i
COCCN1C(=O)C(CC(=O)NC2CCS(=O)(=O)C2)=C2CCCCC21 (stereo not given) | 12%
CCOc1ccccc1C(=O)N1C[C@@H](CO)[C@H](c2nc(C3CC3)no2)C1 | -26%
O=C1N(C2CCOCC2)C[C@H]2CN(S(=O)(=O)c3ccccc3)CCN12 | 1%[44.1 µM]
CC(=O)Nc1cccc(-c2ccnc(-c3nnc(C)n3Cc3ccccc3)c2)c1 | ?
COCCNC(=O)c1ccc2c(c1)N(C)C(CC(=O)NCCO)CO2 (stereo not given) | 2%
CCc1nc(-c2c3n(c(=O)n(CC(=O)Nc4ccc(OC)cc4)c2=O)CCCCC3)no1 | -2%
CC(C)CNC(=O)c1ccc2c(c1)N(S(=O)(=O)c1ccccc1F)CC2 | ?
O=C1NC2(CCCN(Cc3ccc(C(F)(F)F)cc3)C2)Oc2ccccc21 (stereo not given) | ?
COc1ccc(-c2nc(C)nc3c2CN(C(=O)c2ccc(C(F)(F)F)cc2)CC3)cc1 | i
O=C1CCN(Cc2ccncc2)CCCC(C(=O)N2CCc3ccccc32)CCN1 (stereo not given) | ?
CCCC(=O)N1Cc2ccccc2CC2(CCCN2Cc2ccc(OC)cc2)C1 (stereo not given) | ?
C[S+](=O)([O-])N1CCC(Cn2ccc3c(N4CCOCC4)nc(-c4ccc(F)cc4)cc32)CC1 | -12%
COC(=O)[C@H]1CN(C(C)=O)CCN1C(C)=O | 0%[44.1 µM]
COc1ccc(CNC(=O)C2CCN(S(=O)(=O)c3ccc4nc5c(c(C(=O)O)c4c3)CC(C)CC5)CC2)cc1 (stereo not given) | -14%
COc1ccccc1/C=C/c1nc(C#N)c(NC2CCCCC2)o1 | i
CC(C)Oc1cccc(C(=O)Nc2ccc3oc(-c4ccccc4)nc3c2)c1 | i
O=C(NCc1ccccc1)c1ccc2c(c1)nc1n2CCOC1 | 3%
COC1CN(C2CCN(C(=O)NC(C)C)CC2)C12CCOCC2 (stereo not given) | -12%
CC(C)Cc1cc(Cn2cc(-c3cncnc3)nn2)no1 | 6%
C=CCOc1cccc(-c2nc(C(=O)N(C)Cc3ccccc3)cs2)c1 | 5%
CCOC(=O)c1ccc(CN(Cc2ccc(F)cc2)S(=O)(=O)c2cc(C(=O)Nc3ccccc3CC)ccc2F)cc1 | ?
COc1ccc(NC(=O)N[C@H]2CO[C@H]3[C@@H]2OC[C@H]3OC(=O)Nc2ccc(OC)cc2)cc1 | i
FC(F)(F)CN1C2CCC1CN(c1nncc3ccccc13)C2 | -21%
C[S+](=O)([O-])N1CCn2c(nnc2C(N)c2ccccc2)C1 (stereo not given) | 4%
COc1ccc(NC(=O)Cn2nc3n(c2=O)CCCCC3)cc1 | 34%
COc1ccccc1-c1nc2n(n1)C(c1ccccc1Cl)C(C(=O)Nc1cccnc1)=C(C)N2 (stereo not given) | ?
COCCNC(=O)[C@@H]1C[C@H](Oc2ccccc2)CN1C(=O)CCc1c(C)nn(C)c1C | 25%
Cc1cc(CNC(=O)CC2C=CS(=O)(=O)C2)c2[nH]c(-c3ccccc3)c(C)c2c1 (stereo not given) | -4%
Cc1ccc(C(=O)N2CCC[C@H]2c2nc(-c3ccccc3Cl)no2)cc1C | -25%
Cc1nc(CC(=O)N2CCC(Cc3nnc(CO)n3C)CC2)cs1 | 3%
CN(C)C(=O)c1ccc2c(c1)NC(C)(CCCCc1ccccc1)CO2 (stereo not given) | ?
O=C(C1CCCN(c2cnn(Cc3ccccc3)c(=O)c2)C1)N1CCCN(c2ncccn2)CC1 (stereo not given) | i
CN1[C@@H](CCC(=O)N2CCOCC2)CNC(=O)[C@@H]2[C@H]1CCN2Cc1nc2ccccc2n1C | -15%
Cc1cc(Cl)ccc1-c1ccc(C=O)cc1 | 11%[44.1 µM]
Cc1cccc(C(=O)Nc2cccc(C(=O)OCc3cc(=O)n4nc(C(C)C)sc4n3)c2)c1 | i
CC(=O)N1Cc2ccccc2CC2(CCN(CC3CCNCC3)C2)C1 (stereo not given) | 13%
COc1c(C)cc(C)cc1CN1CCC2(CC1)C(C(=O)O)CC(=O)N2C (stereo not given) | 1%
CN(C)Cc1ccccc1-c1ccc2n(c1=O)C[C@H]1C[C@@H]2CN(C(=O)c2cccs2)C1 | ?
O=C(Nc1ccc(Br)cc1)c1cccc(C(=O)Nc2ccc(Br)cc2)c1 | -2%
CC(C)NC(=O)c1ccccc1OCC1CCCN(C2CCCC2)C1 (stereo not given) | -6%
COc1ccc(Cl)cc1Nc1nc2ccc(C(=O)c3ccccc3)cc2n2cnnc12 | 29%
O=C(C1Cn2cccc2C(=O)N1Cc1ccccc1)N1CCc2ccccc2C1 (stereo not given) | i
COc1ccc(OC)c(NC(=O)C2CCN(S(=O)(=O)c3ccc(C)cc3)CC2)c1 | 18%
CC1CN(C(=O)Nc2ccc(C(=O)NCc3ccccc3F)cc2)c2ccccc2S1 (stereo not given) | -23%
COc1ccc(F)cc1NC(=O)C1CCN(c2nc(-c3ccc(OC)c(OC)c3)no2)CC1 | -26%
CN(C)C(=O)N1CCCC1c1nnc2n1CCNC2 (stereo not given) | 5%
COc1ccc(-c2nc(CSCC(=O)N3CCN(c4ccc(F)cc4)CC3)c(C)o2)cc1 | ?
CC(NC(=O)c1c2c(nc3ccccc13)C(=O)N(C1CCCCC1)C2)c1ccccc1 (stereo not given) | 13%
COc1ccc(OC)c(C2C(C(=O)Nc3ccc(C)cc3C)=C(C)Nc3c(C(=O)Nc4ccc(F)cc4)cnn32)c1 (stereo not given) | ?
More records.
SMILES | Pf Dd2 inh
CCN1c2cc(C(=O)Nc3ccc(OC)cc3OC)ccc2C(=O)N2CCCCC21 (stereo not given) | i
COCCOc1ccnc(-c2noc([C@@H]3CCCN3Cc3ccc(C(=O)O)cc3)n2)c1 | -26%[44.1 µM]
COc1ccc(CNC(=O)N2CCC(N3CC4CC(C3)[C@H]3CCCC(=O)N3C4)CC2)cc1 (stereo not given in full) | -20%
CN1C(=O)[C@H]2CN(Cc3cn[nH]c3-c3ccc(F)cc3)C[C@H]2C1=O | 42%[activator]
COc1ccc(-n2ccnc(NCc3ccc(C)cc3)c2=O)cc1OC | 11%
C[C@@H]1C(=O)O[C@H]2[C@H]1CC[C@@]1(C)Cc3sc(NS(=O)(=O)c4ccc(Cl)cc4)nc3[C@@H](C)[C@H]21 | -6%
CCN(CC)C(=O)c1onc(-c2ccc(OC)cc2)c1[C@H](C)O | -15%[44.1 µM]
CN1C(=O)[C@H]2CN(Cc3ccccc3Cl)C[C@H]2C1=O | -9%
COc1cccc(CN2CCc3nc(N4CCN(C)CC4)[nH]c(=O)c3CC2)c1OC | 28%[5.79 µM]
O=c1[nH]c(N2CCOCC2)nc2c1CCN(Cc1cc(F)cc(F)c1)CC2 | -2%[5.79 µM]
COc1ccc(OC)c(S(=O)(=O)Nc2cc3c(cc2C)n(C)c(=O)c(=O)n3C)c1 | -14%
